From PubChem BioAssay
RECQ1 inh – qHTS Assay for Inhibitors of RecQ-Like Dna Helicase 1 (RECQ1). RECQ1 DNA unwinding, red fluorescence kinetic read. Potency, µM (top dose mostly 57.3 µM), for the others: at the highest dose activity, negative = inhibition, most hits filed as inhibitors. 0.54% of 240,000 active. AID 2549, 2010;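 further: plate controls were vehicle for no effect and no enzyme for full effect; nearly all actives have a fitted effect of over 30% in size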
Target sequence (P46063 whole entry, looked up): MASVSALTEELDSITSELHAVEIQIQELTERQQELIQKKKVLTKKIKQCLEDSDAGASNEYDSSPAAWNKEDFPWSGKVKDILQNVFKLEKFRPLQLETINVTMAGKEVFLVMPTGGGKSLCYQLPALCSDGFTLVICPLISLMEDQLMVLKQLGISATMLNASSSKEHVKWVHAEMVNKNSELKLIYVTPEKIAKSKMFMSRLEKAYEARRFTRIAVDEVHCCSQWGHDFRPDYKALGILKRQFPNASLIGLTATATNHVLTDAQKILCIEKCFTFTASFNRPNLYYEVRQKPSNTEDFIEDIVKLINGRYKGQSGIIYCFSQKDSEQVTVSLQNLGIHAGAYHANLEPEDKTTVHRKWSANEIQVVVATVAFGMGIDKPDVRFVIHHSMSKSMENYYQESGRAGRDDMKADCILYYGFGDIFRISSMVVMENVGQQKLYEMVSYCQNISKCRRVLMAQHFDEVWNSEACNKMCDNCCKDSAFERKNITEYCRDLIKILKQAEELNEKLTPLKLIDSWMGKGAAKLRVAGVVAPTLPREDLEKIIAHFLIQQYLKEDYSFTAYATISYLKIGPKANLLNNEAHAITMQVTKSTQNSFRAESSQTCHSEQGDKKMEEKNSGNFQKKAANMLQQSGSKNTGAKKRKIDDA
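50 nM RECQ1T1 preincubated 15 min with compound in Tris pH 8.0 buffer with MgCl2, DTT, Tween-20 and 2.5 ug/ml poly(dI-dC); started with 200 nM TAMRA/BHQ-2 forked duplex and 2 mM ATP. Unwinding read as fluorescence (525/598 nm), two reads 2 h apart.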
L3MBTL1 block – qHTS Assay for the Inhibitors of L3MBTL1; AID 485360, 2010; Lethal(3)malignant brain tumor-like protein 1 (Homo sapiens), Q9Y468; 0.66% of 230,000 active; Potency, µM (highest dose often 57.1 µM), without a hit: at the highest dose activity, negative = inhibition, most hits filed as inhibitors; AlphaScreen L3MBTL1–H3K9me1 peptide binding; further: on the % scale 0 is the no-effect control and ±100 the full control effect; nearly all actives have a fitted effect of over 60% in size
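L3MBTL1 50 nM + b-AHA-H3(1-15)K9me1 75 nM, 30 min RT; compound added, 30 min RT; streptavidin donor/Ni-chelate acceptor beads 10 ug/mL each final, 30 min RT dark; AlphaScreen read.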
HTT cytoprotect – qHTS Multiplex Assay to Identify Dual Action Probes in a Cell Model of Huntington: Cytoprotection (ATP); Potency, µM (titrated, usually from 56.4 µM), for the others: cytoprotection (ATP increase), most hits filed as activators; 0.14% of 230,000 active; PC12 HTT-Q103 induced, cytoprotection, ATP luminescence, 40 h;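 further: % of control where 0% means no effect; nearly all actives have a fitted effect of over 45% in size; toxic huntingtin expression switched on by the ecdysone agonist tebufenozide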
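Readout: ATPlite luminescence (ATP level). Model: stable PC12, inducible Htt exon1 Q103-GFP. Inducer: tebufenozide, 100 nM final. Compounds: dose series. No G418 in medium.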
Tau ThT inhib – qHTS for Inhibitors of Tau Fibril Formation, Thioflavin T Binding | Microtubule-associated protein tau (Homo sapiens), P10636 | Potency, µM (highest dose often 57.4 µM), inactives show at the highest dose activity, negative = inhibition, hits mostly inhibitors | recombinant tau K18 P301L, heparin-induced fibrillization, ThT fluorescence | 2.1% of 270,000 active; further: on the % scale 0 is the no-effect control and ±100 the full control effect; nearly all actives have a fitted effect of over 55% in size
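Fibril formation assay: tau K18 P301L at 15 uM with trace Alexa 594 label, heparin inducer 20 uM, pH 7 sodium acetate buffer, 37 C for 6 hr; endpoint ThT signal.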
TR SRC2 fluor cs – Total Fluorescence Counterscreen for Inhibitors of the Interaction of Thyroid Hormone Receptor and Steroid Receptor Coregulator 2; Potency, µM (series often up to 106 µM), inactives show at the top dose fluorescence change, negative = quenching; AID 1479, 2009; 0.29% of 280,000 active; TRb/SRC2 Texas Red total fluorescence interference; active means well fitted curve in either direction with a large enough effect; inconclusive means small, poorly fitted or top-dose-only effect; further: on the % scale 0 is the no-effect control and ±100 the full control effect
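Human TRβ ligand-binding domain (0.6 uM) and Texas Red SRC2 peptide (20 nM) in Tris buffer with 1 uM T3 and 5% DMSO were incubated with pinned compound for 5 hr at ambient temperature. Total fluorescence was computed as S + 2P (555/632 nm).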
Tau fibril FP – qHTS for Inhibitors of Tau Fibril Formation, Fluorescence Polarization. Microtubule-associated protein tau (Homo sapiens), P10636. K18 P301L tau heparin fibrillization, Alexa594 FP, 6 h. Potency, µM (titrated, usually from 57.7 µM), without a hit: at the top dose activity, negative = inhibition, most hits filed as inhibitors. 0.39% of 280,000 active. AID 1468, 2008; further: on the % scale 0 is the no-effect control and ±100 the full control effect; nearly all actives have a fitted effect of over 55% in size
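Heparin (20 uM) drove fibril formation of recombinant tau K18 P301L, 15 uM unlabeled with 0.24 uM Alexa 594 label, for 6 hr at 37 C in 100 mM sodium acetate pH 7. Fluorescence polarization (555/632 nm) read 1 hr after 30 uM ThT.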
TRb-SRC2 inh – qHTS for Inhibitors of the Interaction of Thyroid Hormone Receptor and Steroid Receptor Coregulator 2. Thyroid hormone receptor beta (Homo sapiens), P10828. TRbeta-SRC2 peptide binding, fluorescence polarization; receptor liganded with 1 µM T3. 0.065% of 280,000 active. AID 1469, 2008. Potency, µM (top dose mostly 106 µM), for inactives: top-dose activity change, negative = inhibition, actives largely listed as inhibitors;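 further: plate controls were bound peptide for no effect and peptide without receptor for full effect; nearly all actives have a fitted effect of over 50% in size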
Target sequence (P10828 whole entry, looked up): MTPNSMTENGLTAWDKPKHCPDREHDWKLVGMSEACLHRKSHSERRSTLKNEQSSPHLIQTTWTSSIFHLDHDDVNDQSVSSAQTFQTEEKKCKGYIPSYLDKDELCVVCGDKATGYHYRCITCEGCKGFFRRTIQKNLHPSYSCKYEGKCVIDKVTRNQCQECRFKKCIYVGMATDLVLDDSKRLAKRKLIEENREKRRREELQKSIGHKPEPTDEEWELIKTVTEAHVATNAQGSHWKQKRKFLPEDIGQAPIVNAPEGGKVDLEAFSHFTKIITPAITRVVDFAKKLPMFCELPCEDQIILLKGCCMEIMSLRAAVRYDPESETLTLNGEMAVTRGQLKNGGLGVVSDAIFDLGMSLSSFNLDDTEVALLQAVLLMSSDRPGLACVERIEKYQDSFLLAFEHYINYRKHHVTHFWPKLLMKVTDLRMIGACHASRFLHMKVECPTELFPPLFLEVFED
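Assay buffer: 20 mM Tris-HCl, 100 mM NaCl, 10% glycerol, 1 mM EDTA, 0.01% NP-40, 1 mM DTT, 1 uM T3, 5% DMSO; TRb LBD 0.6 uM, Texas Red SRC2 20 nM; FP after 5 hr.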
Tau fluor counter – Counterscreen qHTS for Inhibitors of Tau Fibril Formation, Fluorescence Polarization | tau K18 P301L (four-repeat tau fragment) Alexa594 fluorescence, heparin fibrillization | 0.93% of 280,000 active | Potency, µM (titrated, usually from 57.7 µM), without a hit: at the highest dose activity change, negative = decrease; further: on the % scale 0 is the no-effect control and ±100 the full control effect; nearly all actives have a fitted effect of over 55% in size
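Human K18 P301L tau (15 uM unlabeled plus 0.24 uM Alexa 594-labeled, final) in 100 mM sodium acetate pH 7 was mixed with compound and 20 uM heparin and incubated 6 hr at 37 C.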
* hit, by the source's call; i = inactive; ? = inconclusive; . = no result given; & = joins results of further samples; [ ] = remark or other dose. Unless noted, the call rests on the fitted dose curve; in most records, active means well fitted curve in the direction sought with a large enough effect; inconclusive means small, poorly fitted or top-dose-only effect, or another doubt; inactive means no such curve, though single readings can be large; an effect the other way counts as inactive or inconclusive. Potency means the concentration at half of the fitted maximal effect. The list is partial (hit frequency here may not be typical).

canonical_smiles | TRb-SRC2 inh | HTT cytoprotect | Tau ThT inhib | Tau fluor counter | RECQ1 inh | TR SRC2 fluor cs | L3MBTL1 block | Tau fibril FP
NNC(=S)NCc1ccco1 | 3% | 4%[10 µM] | 2% | 3% | -9% | 1% | -6% | 5%
COC(=O)c1cccc(Nc2ccc([N+](=O)[O-])cn2)c1 | -12% | -3%[10 µM] | ? | -19% | -4% | -3% | -1% | -1%
Cc1ccc(-c2nc3ccccn3c2Nc2ccc3c(c2)OCCO3)s1 | 6% | . | ? | ? | . | -3% | . | ?
CCOC(=O)c1cnc2cc(-c3ccc(C)cc3)nn2c1-c1ccccc1 | -2% | -36% | -20% | -23% | -1% | -1% | 0% | -3%
COC(=O)c1nnn(-c2nonc2N)c1CN1CCc2ccccc21 | -4% | -3% | -1% | -15% | -2% | -2% | -10% | 9%
CCCOC1(C(F)(F)F)NC(=O)N(c2cccc(Cl)c2)C1=O (configuration not stated) | 6% | . | -6% | -17% | . | 4% | . | -9%
CCOc1ccc(OCC(=O)NCCS(=O)(=O)N2CCN(c3ccc(F)cc3)CC2)cc1 | -1% | . | -7% | -12% | . | -3% | . | -4%
Cc1ccnc2nc(C(=O)OCC(=O)NCCc3ccc(Cl)cc3)nn12 | 3% | 12%[1.9 µM] | -1% | -1% | -9% | 11% | 3% | 2%
Cc1cccc(OC(=O)c2snnc2C)c1C | -4% | . | ? | -17% | . | -26% | . | -11%
O=C(N/N=C/c1cccc([N+](=O)[O-])c1)c1cc(-c2ccccc2)nc2ccccc12 | 6% | 11%[10 µM] | 1% | -14% | -13% | 4% | 0% | -8%
Cc1ccc(S(=O)(=O)N2CCN(CC(=O)N/N=C\c3ccc(O)c(O)c3)CC2)cc1 | -2% | 3%[10 µM] | . | ? | 10% | -5% | . | -3%
COc1ccc2[nH]c(=O)c(CN(c3ccc(C)c(C)c3)S(C)(=O)=O)cc2c1 | -1% | -34%[inhibitor] | -4% | -10% | i | 0% | . | -4%
CCN1CCN(C(=O)c2cnn(-c3cccc(Cl)c3)c2C2CCN(C(=O)OC(C)(C)C)CC2)CC1 | -2% | . | -3% | -6% | . | -34% | . | -14%
CC(=O)c1cccc(N(CC(=O)Nc2ccc(F)cc2)S(C)(=O)=O)c1 | -1% | 20%[10 µM] | 4% | -1% | 1% | -2% | -5% | 2%
Cc1csc(SCC(=O)Nc2cc(S(=O)(=O)N3CCCC3)ccc2Cl)n1 | 1% | -13% | 5% | -7% | -9% | -3% | -3% | 3%
CCCCCCCC/C=C\C/C=C\C/C=C\CCCC(=O)NCCO | -8%&8% | 0%&-40% | -11%&-6% | -10%&-10% | 6% | -2%&0% | . | -5%&5%
COc1ccc(-c2nnc(SCC(=O)NC(C)c3ccccc3)o2)cc1OC (configuration not stated) | 0% | -21% | 1% | -6% | -2% | 0% | -2% | -3%
Cc1noc(C)c1COC(=O)C(c1ccccc1)c1ccccc1 | 3% | -6% | -1% | -7% | i | -3% | 37%[activator] | -4%
Cc1cc(C)cc(CC(Cc2nc3ccccc3[nH]2)c2nc3ccccc3[nH]2)c1 (configuration not stated) | 3% | -11%[10 µM] | -9% | -21% | -16% | -2% | -15% | ?
COc1ccc(-c2cc(C(F)(F)F)nc(N3CCCCCC3)n2)cc1 | 3% | 7% | -8% | -9% | i | 2% | 29% | -10%
COc1ccccc1C(=O)NNC(=O)c1ccc(NC(=O)c2ccccc2)cc1 | 6% | 21%[10 µM] | -18% | -5% | i | -1% | 2% | -3%
CCOc1ccccc1C(=O)n1nc(C)cc1C | -25% | 7% | -9% | -10% | 7% | -2% | 39%[activator] | 0%
Cc1ccc(OCC(=O)NCC(=O)OCc2cc(=O)n3nc(C)sc3n2)cc1 | -2% | . | 2% | 6% | . | -4% | . | -3%
COc1cccc(-n2ccnc2SCC(=O)Nc2nccs2)c1 | -14% | 3% | -11% | -3% | 0% | -2% | 0% | 2%
COC(=O)C1C(=O)C2=C(CC1C)NC(C)=C(C(=O)OC1CCCCC1)C2c1ccc(N(C)C)cc1 (configuration not stated) | -6% | -1%[10 µM] | ? | -30% | i | -6% | -22% | -2%
Nn1c(SCc2csc(-c3ccccc3)n2)nnc1-c1cccs1 | -19% | 25%[10 µM] | ? | -3% | -2% | -3% | -4% | -14%
Nc1nc(SCC(=O)NCCN2CCOCC2)nc2sc3c(c12)CCC3 | 12% | 30%[10 µM] | 7% | 11% | 4% | -2% | -14% | -4%
Cc1cc(=O)[nH]c(SCC(=O)Nc2ncc(S(=O)(=O)c3ccc([N+](=O)[O-])cc3)s2)n1 | -6% | -10% | -21% | ? | i | 2% | . | -6%
O=C(CSc1nnc(-c2ccncc2)o1)NCc1ccccc1 | -7% | . | 3% | 1% | -7% | -1% | 3% | 4%
CCn1cc(S(=O)(=O)c2cc(C)cc(C)c2)c(=O)c2cc(F)c(N3CCN(c4ccccc4)CC3)cc21 | 0% | . | -13% | -16% | . | 3% | . | 6%

Quoted at random: three records from the list, in no set order.
canonical_smiles | TRb-SRC2 inh | HTT cytoprotect | Tau ThT inhib | Tau fluor counter | RECQ1 inh | TR SRC2 fluor cs | L3MBTL1 block | Tau fibril FP
CCCOC1(C(F)(F)F)NC(=O)N(c2cccc(Cl)c2)C1=O (configuration not stated) | 6% | . | -6% | -17% | . | 4% | . | -9%
COc1ccccc1C(=O)NNC(=O)c1ccc(NC(=O)c2ccccc2)cc1 | 6% | 21%[10 µM] | -18% | -5% | i | -1% | 2% | -3%
COC(=O)c1cccc(Nc2ccc([N+](=O)[O-])cn2)c1 | -12% | -3%[10 µM] | ? | -19% | -4% | -3% | -1% | -1%

Next part.
canonical_smiles | TRb-SRC2 inh | HTT cytoprotect | Tau ThT inhib | Tau fluor counter | RECQ1 inh | TR SRC2 fluor cs | L3MBTL1 block | Tau fibril FP
O=C(c1ccco1)N1C2C=CC(C2)C1(C(F)(F)F)C(F)(F)F (configuration not stated) | -6% | 15% | 3% | 3% | -11% | 2% | -22% | 2%
c1ccc2oc(C3=NCCN3)cc2c1 | -3% | 20% | -11% | -17% | 2% | 0% | . | -5%
O=C1C=C(c2ccccc2)C(=O)N1Nc1ccccc1 | -4% | -90%[inhibitor] | ? | -7% | i | 1% | . | -14%
Cc1onc(-c2ccccc2)c1C(=O)N/N=C/c1cc2c(cc1Br)OCO2 | -7% | . | -10% | -22% | 6% | -1% | -4% | -10%
Cc1ccccc1-n1c(C)cc(/C=C2/C(=N)N3C(c4ccccc4)=CSC3=NC2=O)c1C | 21% | -15%[10 µM] | -17% | -22% | -9% | 8% | -10% | -17%
COc1cc(NC(=S)Nc2ccc(Br)cc2Cl)c(OC)cc1Cl | -19% | 45%[10 µM] | ? | -30% | -11% | 3% | -5% | -4%
CCN(C(=O)CN1CCCc2ccccc21)c1c(N)n(Cc2ccccc2)c(=O)[nH]c1=O | -1% | -5%[10 µM] | -7% | -7% | i | 2% | . | -2%
O=S(=O)(NC1=NCCCCC1)c1ccc2ccccc2c1 | -10% | -7%[10 µM] | 5% | 4% | -4% | 0% | 2% | -3%
C/C(=N\NC(=S)NC1CCCCC1)c1ccccc1 | 5% | 27%[10 µM] | 8% | 3% | 9% | -2% | -14% | 6%
Cn1c(CCNC(=O)c2cccs2)nnc1SCC(=O)N1CCN(c2ccccc2)CC1 | 8% | -12% | -6% | 5% | -3% | -1% | ? | 5%
COc1ccccc1CNC(=O)COC(=O)c1cc(C)oc1C | 2% | -26% | -7% | -7% | -1% | -2% | . | -3%
Cc1ccc(CN2C3CCCC2CC(NC(=O)c2ccc(C)cc2)C3)cc1 (configuration not stated) | 4% | 5%[10 µM] | -5% | -4% | i | -3% | -2% | -9%
CCCCc1cc(=O)oc2cc(C)c3c(C(C)(C)C)coc3c12 | -5% | . | ? | ? | . | 100µM*[quencher] | . | -6%
Cc1ccccc1Nc1nc(N)nc(CSc2nc3ccccc3c(=O)n2C)n1 | -2% | -14% | ? | -29% | -7% | -1% | . | ?
OC1CCN(C(=S)Nc2ccc(Nc3ccccc3)cc2)CC1 | -6% | -21%[1.9 µM] | ? | -27% | i | -6% | ? | 1%
Cc1noc2ncnc(Oc3ccc(Cl)cc3Cl)c12 | -4% | 25% | -6% | -5% | i | -5% | 2%[11.4 µM] | -13%
COc1ccc2nc(NC(=O)CSc3nnc(N)s3)sc2c1 | -24% | -1%[10 µM] | -9% | -22% | -13% | 0% | 2% | -19%
CCOc1ccccc1C(=O)Nc1nnc(CC)s1 | -3% | -19%[10 µM] | -3% | -6% | i | -2% | 5% | 3%
Fc1ccc(-n2nnc(-c3cccnc3)n2)cc1 | -4% | -7%[10 µM] | -5% | -4% | -10% | -2% | 6% | 6%
COc1ccc(-c2cc(C(F)(F)F)nc(SCC(=O)N(C)Cc3ccccc3)n2)cc1OC | 1% | . | ? | -27% | . | -20% | . | -4%
O=C(O)C1(S(=O)(=O)CCC(F)=C(F)F)CC1 | 3% | -25% | 4% | 0% | -4% | 0% | . | 1%
O=C(Cn1cc([N+](=O)[O-])cn1)NCc1cc2ccccc2[nH]1 | 0% | . | -6% | -8% | 0% | 1% | -6% | 5%
CC/C(=N\NC(=O)CSCc1ccccc1Br)c1ccc2c(c1)OCCO2 | -2% | -1% | 0% | -12% | -7% | -2% | . | 3%
CCOC(=O)c1sc2nc(C)[nH]c(=S)c2c1C | 4% | ? | ? | -6% | -3% | -2% | . | 0%
CCn1c(Cc2c(C)[nH]c3ccccc23)nnc1SCC(=O)NCc1ccccc1 | 6% | -7% | -9% | -4% | -2% | -1% | -2% | 3%
